Screens deposited in PubChem BioAssay by Broad Institute.
Tcruzi prolif: blocks T. cruzi growth in NIH3T3 culture | T. cruzi beta-gal in NIH3T3, GalScreen luminescence, 90 h | inhibition, % at 8.34 µM | 77,000 tested, 5.9% active | AID 624255;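 active = mean inhibition above about 93%, with at least 55% of replicates each passing it, limit read from the data, passing the limit was not always enough; inconclusive = only one of those two conditions holds; inactive = neither condition holds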
Pf Dd2 inh: inhibitors of Plasmodium falciparum Dd2 growth; P. falciparum Dd2 growth, SYBR Green, 72 h; active compounds read low; activity change, % at 10 µM; 94,000 tested, 2.3% active; in the data active = activity change below about -80%; inconclusive = no clear call, values can overlap the other calls
C diff growth: inhibitors of Clostridium difficile growth; 86,000 tested, 0.25% active; growth activity, negative = inhibition, % at 16 µg/mL (by protocol); Clostridium difficile clinical isolate growth, OD600, 24 h; active compounds read low;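 active = mean growth activity at or below -80% and every replicate also at or below -80%; inconclusive = mean at or below -80% but some replicate above -80%; inactive = mean growth activity above -80%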;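 note: 0% = DMSO wells and -100% = levofloxacin 16 µg/mL wells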
GASC1 inh: inhibitors of human demethylase GASC-1 KDM4C | GST-KDM4C 2-372, H3K9me3 peptide, LANCE TR-FRET | 96,000 tested, 0.15% active | Q9H3R0 | inhibition, % at 12.5 µM;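 active = mean replicate inhibition above about 25%, with at least 55% of replicates also reaching it, limit read from the data, passing the limit was not always enough; inconclusive = only one of those two conditions met; inactive = neither condition met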
Target sequence (Q9H3R0 2-372 limits assumed): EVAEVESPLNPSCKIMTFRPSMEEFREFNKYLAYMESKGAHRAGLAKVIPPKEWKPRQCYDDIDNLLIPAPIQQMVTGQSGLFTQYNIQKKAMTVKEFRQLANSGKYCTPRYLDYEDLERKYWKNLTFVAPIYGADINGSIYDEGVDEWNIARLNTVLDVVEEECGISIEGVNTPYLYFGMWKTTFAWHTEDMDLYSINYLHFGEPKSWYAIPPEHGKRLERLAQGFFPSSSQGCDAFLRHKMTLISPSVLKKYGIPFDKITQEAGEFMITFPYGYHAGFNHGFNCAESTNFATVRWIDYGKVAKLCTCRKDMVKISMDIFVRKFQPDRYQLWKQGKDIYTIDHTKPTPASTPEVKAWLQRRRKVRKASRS
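reagent = H3K9me3 peptide substrate, Fe(II), 2-oxoglutarate | system = GST-tagged GASC-1 (JMJD2C) catalytic fragment, aa 2-372 | amount = enzyme final amount 10 nM | read-out = Fall in 671/618 emission ratio as inhibition | medium = HEPES buffer, pH 7.5, plus ascorbate | schedule = 30 min reaction, 60 min detection, RT | measured by = LANCE TR-FRET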
* = called active by the depositor; ? = inconclusive; / = not tested or not shown; & = joins results of further samples.

The line under a structure holds: Tcruzi prolif	Pf Dd2 inh	C diff growth	GASC1 inh
1	COc1ccc(S(=O)(=O)Nc2ccc3c(c2)[C@@H]2C[C@H](CC(=O)O)O[C@@H](CO)[C@@H]2O3)cc1
→ -23	27	1	-0.9
2	C/C=C/c1ccc([C@@H]2[C@@H](CO)N3CCCCN(S(=O)(=O)c4ccc(OC)cc4)C[C@H]23)cc1
→ 82	-24	18	-1.7
3	O=C(C[C@H]1C[C@@H]2c3cc(NS(=O)(=O)c4ccc(F)cc4)ccc3O[C@@H]2[C@@H](CO)O1)NCc1cccnc1
→ 36	10	-7	-0.1
4	COc1ccc2c3c([nH]c2c1)[C@@H](CO)N(C(=O)NC(C)C)CC31CN(C(=O)C2CCCCC2)C1
→ /	-34	-9	-1.1
5	CN1CCN(C(=O)C[C@H]2CC[C@@H]3[C@H](COC[C@@H](O)CN3Cc3cccc(-c4ccncc4)c3)O2)CC1
→ 62	-3	/	1.5
6	Cn1cnc(S(=O)(=O)N[C@H]2C=C[C@H](CC(=O)N3CCN(c4ccccc4)CC3)O[C@@H]2CO)c1
→ 6	8	0	-0.9
7	COc1ccc(S(=O)(=O)Nc2cccc3c2O[C@H](CN(C)Cc2ccc(C(=O)O)cc2)[C@H](C)CN([C@@H](C)CO)C3=O)cc1
→ ?	23	/	0.5
8	C[C@H](CO)N1C[C@H](C)[C@@H](CN(C)Cc2ccncc2)Oc2c(NS(=O)(=O)c3ccc(F)cc3)cccc2C1=O
→ 34	21	4	0.6
9	C[C@@H]1CN([C@@H](C)CO)C(=O)Cc2cc(NC(=O)Nc3cccc4ccccc34)ccc2O[C@H]1CN(C)Cc1ccccc1
→ 78	-35	4	-1.5
10	C[C@H](CO)N1C[C@H](C)[C@H](CN(C)C(=O)c2cnccn2)Oc2cc(C3=CCCC3)ccc2S1(=O)=O
→ /	-9	2	0.3
11	Cc1noc(C)c1NC(=O)N(C)C[C@H]1Oc2c(NS(=O)(=O)c3cccs3)cccc2C(=O)N([C@@H](C)CO)C[C@@H]1C
→ 5	27	/	0.0
12	C[C@H](CO)N1C[C@H](C)[C@@H](CN(C)S(C)(=O)=O)Oc2ccc(NC(=O)c3ccncc3)cc2CC1=O
→ 0	3	-3	0.4
13	C[C@@H]1CN([C@H](C)CO)C(=O)Cc2cc(NC(=O)Cc3cn(C)c4ccccc34)ccc2O[C@H]1CN(C)C
→ /	5	1	0.4
14	C[C@H](CO)N1C[C@H](C)[C@@H](CN(C)C(=O)Nc2ccccc2)Oc2c(NC(=O)Nc3ccc(F)cc3)cccc2C1=O
→ -23	-6	-1	1.6
15	C[C@@H]1CN([C@@H](C)CO)C(=O)c2cc(NC(=O)Cc3ccccc3)ccc2O[C@H]1CN(C)S(=O)(=O)c1cccs1
→ -43	-8	1	-0.9
16	C[C@H](CO)N1C[C@H](C)[C@H](CN(C)C(=O)c2ccncc2)Oc2ncc(-c3ccc(F)cc3)cc2C1=O
→ 46	-14	/	-0.2
17	CC(C)CC#Cc1ccc([C@H]2[C@@H](CO)N3CCCCN(C(=O)c4ccc5c(c4)OCO5)C[C@@H]23)cc1
→ 71	6	0	-1.0
18	CCCN(C)C[C@@H]1Oc2cc(C#Cc3ccccc3)ccc2S(=O)(=O)N([C@@H](C)CO)C[C@H]1C
→ 26	-44	-1	3.8
19	C[C@@H]1CN([C@H](C)CO)C(=O)c2cc(NS(=O)(=O)c3ccc(F)cc3)ccc2O[C@@H]1CN(C)C
→ -1	2	-1	1.4
20	COCC(=O)N1C[C@@H](C)[C@H](OC)CN(C)C(=O)c2cc(NC(=O)c3ccccc3)ccc2OC[C@@H]1C
→ /	8	/	1.4
21	CO[C@H]1CN(C)C(=O)c2cc(NC(=O)Nc3ccccc3)ccc2OC[C@@H](C)N(C(C)=O)C[C@H]1C
→ -13	4	-1	2.1
22	Cc1noc(C)c1NC(=O)Nc1ccc2c(c1)C(=O)N([C@H](C)CO)C[C@H](C)[C@H](CN(C)C(=O)c1ccccc1)OCCCC[C@H](C)O2
→ -139	35	-1	-0.2
23	CCC(=O)Nc1ccc2c(c1)C(=O)N(C)C[C@@H](OC)[C@H](C)CN(CC1CCOCC1)[C@@H](C)CO2
→ 14	17	3	-2.0
24	C[C@@H]1CN([C@H](C)CO)C(=O)Cc2cc(NC(=O)NC3CCCCC3)ccc2O[C@H]1CN(C)Cc1ccc(-c2ccccc2)cc1
→ 84	-15	71	3.1
25	COc1ccc(CN(C)C[C@H]2OCCCC[C@H](C)Oc3ccc(NC(=O)Nc4ccccc4)cc3C(=O)N([C@H](C)CO)C[C@@H]2C)cc1
→ 90	26	5	-0.5
26	COCC(=O)Nc1ccc2c(c1)C(=O)N(C)[C@H]1CC[C@@H](CC(=O)NCCc3ccccc3)O[C@@H]1CO2
→ 42	-3	-7	0.4
27	CC(C)NC(=O)Nc1ccc2c(c1)C(=O)N([C@H](C)CO)C[C@@H](C)[C@@H](CN(C)C)OCCCC[C@@H](C)O2
→ 30	35	-5	-0.2
28	C[C@@H]1CN([C@H](C)CO)C(=O)c2cc(NC(=O)c3ccncc3)ccc2O[C@@H]1CN(C)S(=O)(=O)c1ccc(F)cc1
→ 27	-2	1	-1.8
29	C[C@@H]1CN([C@H](C)CO)C(=O)Cc2cc(NC(=O)CCC(F)(F)F)ccc2O[C@@H]1CN(C)C(=O)Nc1ccc2c(c1)OCO2
→ -24	30	-7	8.1
30	C[C@@H]1CCCCO[C@H](CN(C)C(=O)c2ccncc2)[C@H](C)CN([C@H](C)CO)C(=O)c2cc(NS(=O)(=O)c3ccccc3)ccc2O1
→ -92	-27	/	-0.2

Quoted at random: 5 entries already listed
The line under a structure holds: Tcruzi prolif	Pf Dd2 inh	C diff growth	GASC1 inh
26	COCC(=O)Nc1ccc2c(c1)C(=O)N(C)[C@H]1CC[C@@H](CC(=O)NCCc3ccccc3)O[C@@H]1CO2
→ 42	-3	-7	0.4
21	CO[C@H]1CN(C)C(=O)c2cc(NC(=O)Nc3ccccc3)ccc2OC[C@@H](C)N(C(C)=O)C[C@H]1C
→ -13	4	-1	2.1
6	Cn1cnc(S(=O)(=O)N[C@H]2C=C[C@H](CC(=O)N3CCN(c4ccccc4)CC3)O[C@@H]2CO)c1
→ 6	8	0	-0.9
27	CC(C)NC(=O)Nc1ccc2c(c1)C(=O)N([C@H](C)CO)C[C@@H](C)[C@@H](CN(C)C)OCCCC[C@@H](C)O2
→ 30	35	-5	-0.2
17	CC(C)CC#Cc1ccc([C@H]2[C@@H](CO)N3CCCCN(C(=O)c4ccc5c(c4)OCO5)C[C@@H]23)cc1
→ 71	6	0	-1.0

Continued:
The line under a structure holds: Tcruzi prolif	Pf Dd2 inh	C diff growth	GASC1 inh
31	CCC(=O)N[C@@H]1CC[C@@H](CC(=O)NCc2ccc(OC)cc2)O[C@@H]1CO
→ 9	1	0	2.7
32	C[C@H](CO)N1C[C@H](C)[C@H](CN(C)C(=O)Nc2cccc3ccccc23)Oc2ccc(NC(=O)CCCN(C)C)cc2C1=O
→ /	5	-5	3.9
33	C[C@@H]1CCCCO[C@H](CN(C)C(=O)Cc2ccccc2)[C@@H](C)CN([C@H](C)CO)C(=O)c2cc(NS(=O)(=O)c3ccc(Cl)cc3)ccc2O1
→ 32	-17	-2	-1.6
34	CCCC#Cc1cnc2c(c1)C(=O)N([C@@H](C)CO)C[C@H](C)[C@@H](CN(C)C(=O)Nc1c(C)noc1C)O2
→ 15	49	4	1.5
35	N#C[C@H]1[C@@H](c2ccc(C3=CCCCC3)cc2)[C@@H](CO)N1C(=O)c1ccccn1
→ 103*	-29	4	1.6
36	CC=Cc1ccc2n(c1=O)C[C@H]1[C@H](CO)[C@@H](C(=O)NCC)[C@@H]2N1CCC(F)(F)F (mixture of isomers)
→ 75	11	-6	0.0
37	CNC[C@H]1Oc2ccc(NC(=O)Nc3ccc(OC)cc3)cc2CC(=O)N([C@@H](C)CO)C[C@@H]1C
→ 28	10	0	0.0
38	C[C@H]1CN([C@@H](C)CO)C(=O)Cc2cc(NC(=O)Nc3ccc(C(F)(F)F)cc3)ccc2O[C@H]1CN(C)Cc1ccc2c(c1)OCO2
→ 77	29	19	-1.1
39	C[C@@H]1CN([C@@H](C)CO)C(=O)c2cccc(NS(=O)(=O)c3ccc(Cl)cc3)c2O[C@@H]1CN(C)C(=O)Nc1ccc2c(c1)OCO2
→ 48	-55	3	-3.0
40	C[C@@H]1CCCCO[C@@H](CN(C)C(=O)Nc2ccc3c(c2)OCO3)[C@@H](C)CN([C@@H](C)CO)C(=O)c2cc(NC(=O)CCC(F)(F)F)ccc2O1
→ /	-61	-7	0.4
41	Cc1noc(C)c1NC(=O)Nc1ccc2c(c1)C(=O)N([C@@H](C)CO)C[C@H](C)[C@H](CN(C)C(=O)Nc1ccccc1)O2
→ 35	12	4	-0.7
42	C[C@@H]1CN([C@H](C)CO)C(=O)Cc2cc(NC(=O)c3ccncc3)ccc2O[C@@H]1CN(C)CC1CCCCC1
→ 30	-10	-6	-0.5
43	Cc1cccc(S(=O)(=O)N2C[C@@H](O)COC[C@H]3O[C@@H](CC(=O)Nc4ccc(-c5ccccc5)cc4)CC[C@@H]32)c1
→ 113*	-48	9&5	-0.7
44	C[C@@H]1CN([C@H](C)CO)C(=O)Cc2cc(NC(=O)C3CCCCC3)ccc2O[C@H]1CN(C)CC1CCCCC1
→ 43	-12	-7	2.6
45	CCNC(=O)[C@@H]1[C@@H](CO)[C@@H]2Cn3c(ccc(-c4ccncc4)c3=O)[C@@H]2N1Cc1ccccc1
→ 42	7	1	3.9

Whole records, looked up by structure. Order of screens: Tcruzi prolif | Pf Dd2 inh | C diff growth | GASC1 inh
C[C@@H]1CCCCO[C@@H](CN(C)C(=O)Nc2ccc3c(c2)OCO3)[C@@H](C)CN([C@@H](C)CO)C(=O)c2cc(NC(=O)CCC(F)(F)F)ccc2O1 in the list: / | -61 | -7 | 0.4
CC=Cc1ccc2n(c1=O)C[C@H]1[C@H](CO)[C@@H](C(=O)NCC)[C@@H]2N1CCC(F)(F)F (mixture of isomers) in the list: 75 | 11 | -6 | 0.0
CCC(=O)N[C@@H]1CC[C@@H](CC(=O)NCc2ccc(OC)cc2)O[C@@H]1CO in the list: 9 | 1 | 0 | 2.7
Cc1cccc(S(=O)(=O)N2C[C@@H](O)COC[C@H]3O[C@@H](CC(=O)Nc4ccc(-c5ccccc5)cc4)CC[C@@H]32)c1 in the list: 113* | -48 | 9&5 | -0.7
Cc1noc(C)c1NC(=O)Nc1ccc2c(c1)C(=O)N([C@@H](C)CO)C[C@H](C)[C@H](CN(C)C(=O)Nc1ccccc1)O2 in the list: 35 | 12 | 4 | -0.7

Next section
The line under a structure holds: Tcruzi prolif	Pf Dd2 inh	C diff growth	GASC1 inh
46	C[C@@H]1CN([C@@H](C)CO)C(=O)CCCn2nncc2CO[C@@H]1CN(C)Cc1ccc2c(c1)OCCO2
→ -7	2	-1	0.1
47	C/C=C/c1cnc2c(c1)C(=O)N([C@@H](C)CO)C[C@@H](C)[C@H](CN(C)C(=O)Cc1cccnc1)O2
→ 28	30	0	0.4
48	CN(C)C(=O)c1cccc(-c2ccc([C@@H]3[C@@H](CO)N4CCCCN(C(=O)C5CCC5)C[C@H]34)cc2)c1
→ 84	26	-4	1.6
49	CN1C(=O)c2cc(NC(=O)C3CCCCC3)ccc2OC[C@H]2O[C@@H](CC(=O)NCC3CCCCC3)CC[C@H]21
→ /	-27	0	3.4
50	O=C(C[C@H]1C[C@H]2c3cc(NC(=O)C4CCC4)ccc3O[C@H]2[C@H](CO)O1)NCC1CC1
→ -17	8	2	-1.2
51	C[C@H](CO)N1C[C@H](C)[C@@H](CN(C)C(=O)Nc2ccc(C(F)(F)F)cc2)OCCCC[C@H](C)Oc2ccc(NS(=O)(=O)c3ccc(F)cc3)cc2C1=O
→ 94	-55	-1	0.3
52	CC(C)C#Cc1ccc([C@H]2[C@@H](CO)N3C(=O)CN(C(=O)C4CCCCC4)C[C@H]23)cc1
→ /	-25	-15	1.5
